Bioassay records as filed in PubChem.
FEN1 inhibitor – blocks human flap endonuclease 1. 0.35% of 390,000 active. Recombinant FEN1 flap cleavage, fluorescence, 15 min. Potency, µM (series often up to 114 µM), for inactives: at the top dose activity change, negative = inhibition, most hits filed as inhibitors; active = well fitted inhibition curve with a large enough effect; inconclusive = small, poorly fitted or top-dose-only effect; inactive = no such curve, though single readings can be large or run the other way; note: nearly all actives have a fitted effect of over 65% in size
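FEN1 at 10 nM preincubated with compounds 15 min at room temperature, then flap DNA substrate added at 50 nM final. Signal read at 0 and 15 min; concentration-response fitted with four-parameter Hill equation.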
An asterisk follows results filed as active; u = inconclusive; & = joins results of further samples. % is set by controls: 0 for no effect and ±100 for the full control effect; potency is the fitted concentration of half-maximal effect.

canonical_smiles	FEN1 inhibitor
CCOc1ccc(CCN2C(=S)N([C@@H](CC(C)C)CN3CCCC3CN3C(=S)NC[C@@H]3Cc3ccc(O)cc3)C[C@@H]2CC(C)C)cc1 (stereo not given in full)	-17%
Cc1cccc(-c2ccc3c(c2)C2CC3CCN2)c1 (stereo not given)	6%
O=C(NC1CC1(c1ccccc1)c1ccccc1)c1ccccc1 (stereo not given)	-14%
O=C1CC(=O)N2CCSC2=N1	14%
Cn1cnc2nc(Cl)nc(Cl)c21	3%
COc1ccc(-c2cc(C(=O)Nc3cc(S(N)(=O)=O)ccc3C)c3ccccc3n2)cc1OC	0%
CC(=O)N(c1ccccc1)c1nc2ccccc2s1	12%
COc1ccc(N=Cc2c(OC)ccc3ccccc23)cc1	-1%
CCOC(=O)C1=C(C(=O)OCC)N(Cc2ccccc2)CCC1=O	-5%
Cc1ccnc2ccc(N)cc12	-7%
O=C(O)c1ccccc1C=NNc1ccc([N+](=O)[O-])cn1	-12%
COC(=O)c1cc2c([nH]c1=O)CC(c1ccccc1)CC2=O (stereo not given)	-15%
COc1ccc2c(c1)OC[C@H]1[C@H]2N2C(=O)c3ccc(F)cc3NC(=O)[C@@]2(C)[C@H]1c1ccccc1	11%
COc1ccc(C(CNC(=O)c2cccc(S(=O)(=O)Nc3ccc(Br)cc3)c2)N(C)C)cc1 (stereo not given)	14%
CC(C)(C)OC(=O)N(CCc1ccccc1)Cc1cccc(OCc2cccc(NC(=O)C3CCCC3)c2)c1	-22%
COc1cc2c(c(OC)c1OC)-c1ccc(OC)c(=O)cc1C(N)CC2 (stereo not given)	-11%
COCC1CCN(C(=O)c2cc(COc3ccc(OC)c4ccccc34)on2)C1 (stereo not given)	-13%
CC(C)(O)CN(C(=O)c1ccccc1)C1CCCCC1	3%
CCOC(=O)CN1CC(C)(C)N(CC(=O)OCC)CC1(C)C	2%
O=C(O)c1ccc([N+](=O)[O-])cc1-c1cc([N+](=O)[O-])ccc1C(=O)O	-8%

Next part (four carried over from the part before).
canonical_smiles	FEN1 inhibitor
COCC1CCN(C(=O)c2cc(COc3ccc(OC)c4ccccc34)on2)C1 (stereo not given)	-13%
CC(C)(O)CN(C(=O)c1ccccc1)C1CCCCC1	3%
CCOC(=O)CN1CC(C)(C)N(CC(=O)OCC)CC1(C)C	2%
O=C(O)c1ccc([N+](=O)[O-])cc1-c1cc([N+](=O)[O-])ccc1C(=O)O	-8%
O=C(O)c1c(Br)c(Br)c(Br)c(Br)c1C1c2ccc(O)cc2Oc2cc(O)ccc21	4µM*
CCCN1CNc2c(c(=O)[nH]c(=S)n2CCc2ccc3c(c2)OCCO3)C1	11%
CN(C)Cc1cn(CCC(=O)O)c2ccccc12	-5%
CC1Cc2ccccc2N1C(=O)c1ccc(Br)o1 (stereo not given)	19%
COc1ccc(CCn2c(-n3nc(C)cc3C)nc3c2c(=O)[nH]c(=O)n3C)cc1	1%
Cc1ccnc2ccccc12	13%
CS(=O)(=O)c1ccccc1NC(=O)COc1ccccc1C(=O)Nc1ccccc1	-2%
COCCNC(=O)CN1C(=O)CSc2cc(S(=O)(=O)N3CCCCCC3)ccc21	1%
Cc1cn(CC(=O)N2CCN(c3ccccn3)CC2)c(=O)[nH]c1=O	-6%
CN(C)N1C(=O)c2c(Cl)c(Cl)c(Cl)c(Cl)c2C1=O	14%
CCC(C)Sc1cc(-c2nc3ccc(C)cn3c2NCc2ccccc2)ccc1OC (stereo not given)	u
CCCCN1CC(C)(C)Oc2cccc(F)c2S1(=O)=O	17%
COc1ccc(S(=O)(=O)Nc2ccc3c(c2)C(=O)N([C@H](C)CO)C[C@H](C)[C@@H](CN(C)S(=O)(=O)c2ccc(OC)cc2)O3)cc1	-17%
Cc1cc(N)ccc1-n1nc2ccccc2n1	-3%
CC12CCC(C(=O)C1)C1(C)CCCC(=O)C21 (stereo not given)	5%
Cc1ccccc1-c1cccc([C@@H]2C[C@H]3[C@H](CON3C)CN2S(=O)(=O)c2ccccc2C)c1	u
CCCN1CNc2c(c(=O)[nH]c(=S)n2CCc2cc(C)cc(C)c2)C1	-17%
O=C1C=C(c2ccccc2)C(c2ccccc2)C1 (stereo not given)	-4%
CC12CC(O)C3C(CCC4=CC(=O)CCC43C)C1CCC2=CCO (stereo not given)	-13%
CCOC(=O)[C@@H]1[C@H]2COc3ccc(Br)cc3[C@@H]2N2C(=O)N(c3cccc(F)c3)C(=O)[C@]12C	9%

Structural class, those above containing bromine.
canonical_smiles	FEN1 inhibitor
COc1ccc(C(CNC(=O)c2cccc(S(=O)(=O)Nc3ccc(Br)cc3)c2)N(C)C)cc1 (stereo not given)	14%
O=C(O)c1c(Br)c(Br)c(Br)c(Br)c1C1c2ccc(O)cc2Oc2cc(O)ccc21	4µM*
CC1Cc2ccccc2N1C(=O)c1ccc(Br)o1 (stereo not given)	19%
CCOC(=O)[C@@H]1[C@H]2COc3ccc(Br)cc3[C@@H]2N2C(=O)N(c3cccc(F)c3)C(=O)[C@]12C	9%

Next compounds:
canonical_smiles	FEN1 inhibitor
CC1CCC(C(O)(C(=O)O)C2CCCCC2)CC1C (stereo not given)	0%
COc1cc(OC)nc(Oc2cccc(Cl)c2C)n1	-6%
CS(=O)(=O)N(CC(=O)N1CCc2ccccc2C1)c1ccc(Br)cc1	-1%
OCCN1CCN(CCO)C1=S	4%
Cc1ccc(C(=O)NCC(=O)OCC(=O)c2ccc3ccccc3c2)cc1	4%
Cc1cc(SCC(=O)c2ccc(Br)cc2)cc(C)[o+]1	-12%
COC(=O)c1ccc(C(=O)OC)c(NC(=O)CSc2nnc(-c3ccccc3Cl)o2)c1	-2%
COC(=O)c1c[nH]c2c1-c1cc(C(=O)OCc3ccccc3)n(S(=O)(=O)c3ccc(C)cc3)c1C(=O)C2=O	-3%
CC(=O)c1cccc(NC(=O)c2ccc([N+](=O)[O-])o2)c1	-1%
CC(c1ccccn1)C(C)(O)C(C)c1ccccn1 (stereo not given)	5%
CC(C)C1NCCc2c1sc1ccccc21 (stereo not given)	7%
Cc1nc2ccccc2n1/N=C/c1ccc([N+](=O)[O-])o1	-18%
Cc1ccc(N(O)C(C)(C)C)cc1	16%
CC(C)C[C@@H](CNCC(=O)[C@H](Cc1c[nH]c2ccccc12)NC(=O)c1[nH]cnc1C(=O)N[C@H](CN)CC(C)C)NC(=O)c1nc[nH]c1C(=O)N[C@@H](CC(=O)O)C(=O)O	1%
COC(=O)c1sc(NC(=O)CN2CCN(c3cccc(Cl)c3)CC2)c(C(=O)OC)c1C	13%
O=C(C1CCN(S(=O)(=O)c2ccc(Cl)s2)CC1)N1CCN(c2ccccc2)CC1	-19%
Cc1ccc(NC(=O)c2ccc(S(=O)(=O)N3CCCC3)cc2)cc1	-3%
O=C(C[N+]12CN3CN(CN(C3)C1)C2)c1ccc(O)c(O)c1	14µM*
Cc1ccc(NC(=S)NCc2ccc(F)cc2)cc1	-15%
COc1ccc(-n2cnc3c(N)nc(N)nc32)cc1	5%

Another view of part of the listing above.
Cc1ccc(C(=O)NCC(=O)OCC(=O)c2ccc3ccccc3c2)cc1
  FEN1 inhibitor: 4%

Cc1cc(SCC(=O)c2ccc(Br)cc2)cc(C)[o+]1
  FEN1 inhibitor: -12%

More results follow.
canonical_smiles	FEN1 inhibitor
COC1=CC(=O)OC(c2ccc(OC)cc2)C1 (stereo not given)	13%
COC(=O)c1ccc(CCc2cc(O)ccc2O)cc1	-1%
Cc1c(Cl)ccc2c(C(O)CBr)cc(-c3ccccc3)nc12 (stereo not given)	-10%
CCOc1cc2c(cc1OCC)C(c1ccc(O)c(OC)c1)NCC2 (stereo not given)	12%
Fc1ccc(N2C(=S)SC(=Nc3ccccc3)C2=Nc2ccccc2)cc1	-18%
CC(C)C[C@@H](CN1CCCC1CN1C(=S)NC[C@@H]1Cc1ccc(O)cc1)N1C[C@H](Cc2ccccc2)N(CC2CCCCC2)C1=S (stereo not given in full)	-8%
O=C1NC(c2ccccc2)N=C2Oc3ccccc3C=C12 (stereo not given)	-3%
CCC(O)(Cc1ccccn1)Cc1ccccn1	-7%
CC(=O)C1CCC2C3CCC4=CC(=O)CCC4(C)C3(Br)C(=O)CC12C (stereo not given)	4%
C[C@@H]1CCC[C@@]2(O[C@H](CCO)C[C@H](O)[C@H]2O)O1	9%
Cc1cccc(NS(=O)(=O)c2cccc(C(=O)NCC3(N4CCOCC4)CCCCC3)c2)c1	-22%
CC(=O)c1cc(C)c(OC(=O)c2ccccc2)c(C)c1	-8%
O=[N+]([O-])c1ccc(C=NNC(=S)Nc2ccc(F)cc2)cc1	4%
CN(N=O)c1ccc(/C=C/c2ccccc2)cc1	2%
Cc1ccc(CN(C)C(=O)c2cccc(S(=O)(=O)N3CCN(c4ccccc4)CC3)c2)cc1	-18%
COC(=O)C[C@H]1C=C[C@@H](C(C(=O)OC)C(=O)OC)CN1C(C)=O	15%
Cc1cc(N2CCc3ccccc32)n2ncnc2n1	-1%
Nc1ccc(S(=O)(=O)Nc2nccs2)cc1N=Nc1ccccc1[N+](=O)[O-]	50µM*
O=C1NC(=O)C(=Cc2ccccc2)N1	-3%
CCCCn1c(N)c(N(CCC(C)C)C(=O)c2cccc(N3C(=O)c4ccccc4C3=O)c2)c(=O)[nH]c1=O	-4%
O=C(Nc1cccc(S(=O)(=O)N2CCOCC2)c1)c1cc(S(=O)(=O)N2CCOCC2)c(Cl)cc1Cl	-1%
COC(=O)C1=C(C(=O)OC)[C@@H]2N(Cc3ccccc3)c3ccccc3[C@@]23C[C@@H](C(=O)OC)N(C(=O)NC2CCCCC2)C3=N1	19%
O=C(NCc1cccc(Br)c1)C1CC2Cn3c(nc4ccccc43)C2N1c1ccccc1 (stereo not given)	11%
Nc1ccc(/C=C/c2ccc3cccnc3c2)cc1	3%
COc1ccc(SC[C@H](C)CN2CC[C@H](O)CCC2=O)cc1	19%
O=C1CCCCC1Nc1ccc(Br)cc1 (stereo not given)	-10%
CN(NC(=O)NN(C)C(=O)c1ccccc1)C(=O)c1ccccc1	1%
Cc1nc2nc(-c3ccccc3)nn2c(C)c1Cl	-4%
Cc1ccc(NC(=O)c2ccc(NC(=O)C3CCCC3)cc2)c(C)c1	-1%
CCOc1ccc(-c2nnc3sc(-c4ccccc4OC)nn23)cc1	10%
O=C(O)c1ccc(C=NN2CCCCCC2)cc1	3%
CCC(=O)N1CCN(c2ccc(Cl)cc2NC(=S)NC(=O)c2ccco2)CC1	0%
CC(=O)N1c2ccccc2S(=O)(=O)c2c1ccc1ccccc21	-25%
COc1ccc(-c2nc3c(=O)n(C)c(=O)nc-3n(C)n2)cc1	-22%
CC(C)(C)OC(=O)N(CCc1ccccc1)Cc1cccc(OCc2cccc(NC(=O)c3ccccc3)c2)c1	-29%
C/C(=N\NC(=O)C(O)c1ccccc1)c1ccc(C)s1 (stereo not given)	3%
O=S(=O)(c1cccc(Cl)c1)N1CCN(c2nc(-c3cccs3)nc3ccccc23)CC1	16%&9%
CCN(CC)c1ccccc1/C=C/[n+]1ccc(CCCCI)c2ccccc21	u
CC(=O)Nc1ccccc1NS(=O)(=O)c1ccccc1NO	-2%
Cn1c2c(c(=O)n(C)c1=O)C(c1ccc(C(F)(F)F)cc1)CC(=O)N2 (stereo not given)	17%
O=S(=O)(NCCc1nc2ccccc2[nH]1)c1ccccc1	-10%
O=C(COc1ccc(F)cc1)N/N=C/c1cccc2cccnc12	14%
O=C(CCC1CCCN(C(=O)c2cc3ccccc3o2)C1)NCc1ccc(F)c(F)c1 (stereo not given)	-3%
c1ccc(Cc2nc3ccccc3s2)cc1	15%
O=C(OCCF)N1CCN(/[N+]([O-])=N/Oc2ccc([N+](=O)[O-])cc2[N+](=O)[O-])CC1	u
CCC1CCC/C1=N\NC(=O)c1ccccc1Cl (stereo not given)	6%
CC(=O)NC(CC(C)C)C(=O)O (stereo not given)	1%
CCOCCOc1cc(NCc2ccccc2)c2ncn(C(C)C)c2c1	u
Clc1nc(NCC2CCCO2)c2[nH]cnc2n1 (stereo not given)	11%
CCCCCCCCCC[n+]1ccc(/C=C/c2c[nH]c3ccccc23)cc1	89µM*
O=c1[nH]nc(-c2ccc([N+](=O)[O-])o2)c(=O)[nH]1	5%
CC1(c2nnc(Cc3ccccc3)o2)CC(c2ccc(Cl)cc2)=NO1 (stereo not given)	6%
O=C(NN=Cc1ccc2c(c1)OCO2)C1CC1	-4%
CC(C)(C)n1ncc2c(=O)n(Cc3cccc(OC(F)(F)F)c3)cnc21	-1%
O=S(=O)(CCN1CCOCC1)c1ccc(Cl)cc1	6%
COC1C(CO)OC(n2c3c(Cl)cccc3c3c4c(c5c6cccc(Cl)c6[nH]c5c32)C(=O)NC4=O)C(O)C1O (stereo not given)	11%
O=C(c1c(F)c(F)c(F)c(F)c1F)N1CCN(Cc2ccc3c(c2)OCO3)CC1	0%
C=CCN1[C@@H](Cc2ccccc2)COCCS1(=O)=O	-8%&5%
CN(C)c1ncnc2c1ncn2-c1ccccc1	-1%
CCCCn1c(N)c(N(C(=O)CSc2nncn2-c2ccccc2C)C2CCCC2)c(=O)[nH]c1=O	2%
COc1cc2nc(N3CCCN(C)CC3)nc(N)c2cc1OC	u
Cc1c(Cl)cccc1NS(=O)(=O)c1ccccc1	0%
CCCCN1C[C@H](COC(=O)CCC)Oc2cccc(F)c2S1(=O)=O	-17%

These rows are one share of the data (hit frequency here may not be typical).
